Growth percent in the NCI-60 one-dose screen (48 h, 10 µM unless noted): 100 = growth as untreated, 0 = no growth, -100 = all killed.
RXF 393 – RXF 393 renal cancer cells; 77,000 tested, 6.9% active; AID 1794773
TK-10 – TK-10 renal cancer cells; 81,000 tested, 3.9% active
SN12C – SN12C renal cancer cells | 81,000 tested, 3.8% active
PC-3 – PC-3 prostate cancer cells. 80,000 tested, 3.9% active. AID 1794754
A498 – A498 renal cancer cells | 76,000 tested, 5.4% active | AID 1794774
786-0 – 786-0 renal cancer cells. AID 1794775. 81,000 tested, 5.1% active
ACHN – ACHN renal cancer | 81,000 tested, 4.9% active | AID 1794771
UO-31 – UO-31 renal cancer; 81,000 tested, 5.2% active
CAKI-1 – CAKI-1 renal cancer; 75,000 tested, 4.7% active
The depositor's hits bear a star; . = no result given; & = joins results of further samples. The calls were made as follows: active = growth percent below 10; inactive = the rest.

smiles,RXF 393,TK-10,SN12C,PC-3,A498,786-0,ACHN,UO-31,CAKI-1
Cc1ncc(-c2cc3ccccc3o2)c(NC2CCCCCC2)n1,121,114,103,97,104,99,99,75,94
Cc1cc(NS(=O)(=O)c2ccc(-c3cnc(C4CC4)o3)cc2)ccc1Cl,-11*,54,48,25,-18*,34,40,46,35
COC(=O)[C@@H]1C(=O)[C@H](C)CC2[C@@]3(C)CC[C@H](O)C(C)(C)C3CC[C@]21C (some centres not stated),122,104,90,84,104,109,102,86,88
O=S(=O)(NCCCNc1cc(-c2c(-c3cccc(O)c3)nc3sccn23)ccn1)c1cccc(Cl)c1,41,94,27,25,80,55,42,32,43
COc1ccc(N/N=C(\C#N)C(=O)Nc2cc(-c3ccccc3)nn2-c2ccccc2)cc1,84,111,67,66,63,93,69,55,66
C#C[C@@]1(O)[C@@H](CO)O[C@@H](n2cc(C(F)(F)F)c3c(N)ncnc32)[C@@H]1O,-30*,13,9.1*,14,-84*,4.5*,.,-35*,.
COc1ccc(C2(C)C(C#N)C(=O)NC(=O)C2C#N)cc1 (configuration not stated),132,98,100,94,107,93,91,71,88
O=C(CO)NCCO,103,107,101,101,96,109,107,96,108
O=C(c1ccc(OCCN2CCOCC2)cc1)C1[C@H](c2ccc(Cl)cc2)[C@@H](c2ccccc2)NC12C(=O)Nc1ccc(Br)cc12 (some centres not stated),-1.6*,40,-8.1*,3.9*,91,-4.3*,5.5*,15,15
FC(F)(F)c1ccc(-c2cccc3c2C2CC3CCN2Cc2ccccc2)cc1 (configuration not stated),86,102,93,84,62,80,81,79,81
CCc1nnc(NC(=O)c2nnn(-c3ccccc3)c2-c2ccco2)s1,100,115,96,65,43,105,94,87,92
O=C1C=CC(=O)N1c1ccc(I)cc1Cl,110,.,101,76,99,97,104,94,.
Cc1ccnc(NS(=O)(=O)c2ccc(NC(=O)CSc3nc4ccccc4c(=O)n3-c3ccccc3)cc2)n1,103,113,105,93,103,101,98,84,90
Cc1[nH]c(-c2cccc(C(N)=O)c2)c2c1C(=O)CCCC2,112,81,89,96,51,88,94,60,49
COc1cc(C2CC(c3ccc(Nc4nc(Nc5ccc(F)cc5)nc(Nc5ccc(Cl)cc5)n4)cc3)=NN2C(C)=O)cc(OC)c1OC (configuration not stated),71,61,81,33,78,87,78,54,.
COc1cc(C)c2c(c1OC)Cc1c(C)cc(OC)c(OC)c1C2,100,120,90,74,94,90,87,69,81
COc1ccc(-n2nc(C)c3c(Nc4ccc(NC(=O)Nc5cc(C(F)(F)F)ccc5F)cc4)ncnc32)cc1,-13*,47,45,.,57,11,25,16,4.9*
CC(C)c1sc(NC(=O)c2cc(NC(=O)c3cc(NC(=O)c4nccn4C)cn3C)cn2C)nc1C(=O)NCCCN(C)C,77,98,86,46,116,104,108,98,102
CCOC(=O)c1[nH]cc2c1CCc1sc(Nc3ccccn3)nc1-2,86,116,92,57,62,99,77,70,82
CC(N=C1Nc2ccc(Br)cc2S(=O)(=O)N1)c1ccccc1 (configuration not stated),.,124,97,91,75,98,100,88,95

Some of these compounds in order of formula weight, lowest first.
smiles,RXF 393,TK-10,SN12C,PC-3,A498,786-0,ACHN,UO-31,CAKI-1
Cc1ncc(-c2cc3ccccc3o2)c(NC2CCCCCC2)n1,121,114,103,97,104,99,99,75,94
C#C[C@@]1(O)[C@@H](CO)O[C@@H](n2cc(C(F)(F)F)c3c(N)ncnc32)[C@@H]1O,-30*,13,9.1*,14,-84*,4.5*,.,-35*,.
FC(F)(F)c1ccc(-c2cccc3c2C2CC3CCN2Cc2ccccc2)cc1 (configuration not stated),86,102,93,84,62,80,81,79,81
O=S(=O)(NCCCNc1cc(-c2c(-c3cccc(O)c3)nc3sccn23)ccn1)c1cccc(Cl)c1,41,94,27,25,80,55,42,32,43
COc1ccc(-n2nc(C)c3c(Nc4ccc(NC(=O)Nc5cc(C(F)(F)F)ccc5F)cc4)ncnc32)cc1,-13*,47,45,.,57,11,25,16,4.9*
COc1cc(C2CC(c3ccc(Nc4nc(Nc5ccc(F)cc5)nc(Nc5ccc(Cl)cc5)n4)cc3)=NN2C(C)=O)cc(OC)c1OC (configuration not stated),71,61,81,33,78,87,78,54,.

Following part
smiles,RXF 393,TK-10,SN12C,PC-3,A498,786-0,ACHN,UO-31,CAKI-1
COc1cc2nc(-c3ccc(C)cc3)cc(OCCCNCC3CCCO3)c2cc1OC (configuration not stated),60,.,57,66,47,73,66,72,25
NNC(=O)c1cc(-c2ccccc2)nc2ccccc12,102&101,134&98,100&92,84&87,97&90,90&98,108&96,98&85,104&88
Nc1ccc(S(=O)(=O)c2ccc(Br)cc2)cc1,108,108,93,89,93,110,100,68,.
C[C@]12CC[C@@H]3c4ccc(OCC(=O)O)cc4CC[C@H]3[C@@H]1CCC2=O,115,103,102,96,78,102,97,86,113
O=C(c1ccc(I)cc1)N1CCN(C(=O)c2ccc(I)cc2)CC1,118,94,105,93,108,125,111,85,.
NS(=O)(=O)N(c1cc(C(F)(F)F)cc(C(F)(F)F)c1)C1CCN(Cc2ccc(C(F)(F)F)cc2)CC1,.,67,55,26,28,42,69,65,66
Cc1ccc(Cl)c(S(N)(=O)=O)c1,112,119,195,116,80,102,117,75,110
COc1ccccc1C(C[N+](=O)[O-])c1c[nH]c2ccccc12 (configuration not stated),85,100,90,90,.,93,97,75,71
Cc1nc2ncccc2c(=O)n1-c1ccc(S(=O)(=O)Nc2nccs2)cc1,82,96,95,87,87,98,107,89,96
Cc1cc(O)c(C(C)C)cc1N=Cc1ccc(O)cc1O,99,104,.,96,88,96,98,89,99
C1=C[C@H](c2c[nH]c3ccccc23)c2[nH]c3ccccc3c2[C@H]1c1c[nH]c2ccccc12,109,122,88,90,.,109,98,85,92
C=C1C(=O)O[C@H]2[C@H]1CC/C(COC(=O)CCCC(=O)OC/C1=C/CC[C@@]3(C)O[C@H]3[C@H]3OC(=O)C(=C)[C@@H]3CC1)=C\CC[C@@]1(C)O[C@@H]21,-74*,7.2*,15,55,63,-34*,.,14,.
NC(=O)N1c2ccccc2CC(=O)c2ccccc21,118,123,106,96,104,101,97,93,91
C=CCN1C(=O)c2cccc3c(NC(=O)CN4CCCC4)ccc(c23)C1=O,102,95,.,73,91,95,85,50,79
NCCCNC(=O)OCc1ccc2c(Cl)cc(Cl)c(O)c2n1,85,117,81,87,114,99,88,75,81
COc1cccc(-c2cn3c(ccc4ccccc43)n2)c1,-5.1*,89,40,35,-3.8*,44,40,37,32
Cc1c(O)n2ncnc2[nH]c1=O,111,96,98,100,101,105,105,92,.
C=C1CCC2C3(C)COC(c4cc(F)cc(F)c4)OC3CCC2(C)C1C/C=C1/C(=O)OCC1O (configuration not stated),-74*,-86*,-32*,-32*,106,-90*,-100*,-97*,-73*
NC(=O)c1cc(Br)ccc1N(Cc1ccccc1)S(=O)(=O)c1ccccc1,95,111,103,101,96,99,98,98,96
COC(=O)C[C@](O)(CCC(C)C)C(=O)O[C@H]1C(OC)=C[C@@]23CCC(=O)N2CCc2cc4c(cc2[C@@H]13)OCO4,.,106,101,92,76,102,104,64,89
COc1ccc2c(CCc3ccc(Cl)cc3)c3[n+](cc2c1OC)CCc1cc2c(cc1-3)OCO2,.,68,22,36,.,73,95,91,99
CCCCC[C@@H](O)c1ccccc1[C@@H]1O[C@@H](CCC(=O)OC)[C@H](O)[C@H]1O,109,.,99,91,96,102,104,99,.
CC(C)CCC[C@@H](C)[C@H]1CC[C@H]2[C@@H]3CC=C4c5sc(Nc6ccc(F)cc6F)nc5CC[C@]4(C)[C@H]3CC[C@]12C,104,106,98,95,130,111,113,80,96
CN(C)c1ccc(C(=O)/C=C/c2ccc([N+](=O)[O-])cc2)cc1,99,109,100,99,.,104,114,83,89
CN(C)c1nc2c(cnn2C)c(=O)[nH]1,106,87,111,102,.,101,106,92,99
O=C1C=C(C(O)c2cccc3c2OCO3)C(=O)c2ccccc21 (configuration not stated),119,110,95,84,122,112,97,85,.
Cc1ccc(NC(=O)Nc2ccc(Nc3ncnc4sc5c(c34)CCNC5)cc2)cc1Cl,89,118,84,78,92,95,90,64,82
N#Cc1c(-c2ccco2)[nH]c(=S)n(N=O)c1=O,122,150,117,101,103,113,98,107,120
CCOC(=O)C1=C(C)N2C(=NC3=C(CCCC/C3=C\c3ccc(OC)c(OC)c3)C2c2ccc(OC)c(OC)c2)S1 (configuration not stated),.,.,99,75,85,93,94,69,101
O=c1nc(-c2ccccc2)c2cc(-c3ccc(N4CCCC4)nc3)ccc2[nH]1,81,89,84,66,47,69,83,64,.
CCC1CCCCCC1=O (configuration not stated),109,107,92,90,85,112,99,86,102
CSc1nc2c(c(=O)n1C)CN(Cc1ccccc1)C=N2,106,176,103,.,90,114,103,89,110
Nc1cc(S(N)(=O)=O)ccc1O,.,127,93,72,116,103,105,88,116
COc1ccc(S(=O)(=O)NC2c3ccccc3CC2O)c(OC)c1 (configuration not stated),115,118,98,91,105,106,102,72,89
O=C(CSc1nc2ccccc2c(=O)n1CCc1ccccc1)c1ccc(F)cc1,.,114,96,88,102,69,77,58,79
Cc1ccc(NC(=O)n2c(=O)cc(C)c3ccc(O)cc32)cc1,95,112,95,100,97,105,100,82,95
CN(C)c1ccc(C(=O)Oc2ccc([N+](=O)[O-])cc2)cc1,112,101,102,100,95,99,106,83,103
CS(=O)(=O)OCCCS(=O)(=O)O,103,114,113,99,105,105,123,106,127
COCCCN1CCN(c2ccccc2OC)CC1,124,97,98,99,96,101,109,108,102
O=C(NCCO)c1cccnc1,112,81,100,83,97,97,110,85,98
CCOC(=O)C(CC)n1c(=O)c2cc(OC)c(OC)cc2c2cnc3[nH]ccc3c21 (configuration not stated),34,74,65,57,-10.0*,81,62,37,59
O=C(Nc1nc2c(s1)CCc1cn(S(=O)(=O)c3ccccc3)cc1-2)c1ccccc1,90,96,71,77,78,89,86,55,71
Oc1ccc2ccccc2c1CNc1nc2ccccc2[nH]1,97,87,94,76,72,86,81,77,59
COc1ccc2nc(C)c(C)nc2c1,121,108,101,.,114,111,104,93,112
CCCCOc1ccc(NC(=O)n2nc(N=NN(CC)CC)c3ccc(Cl)cc32)cc1,102,96,84,78,119,106,78,70,73
NNC(=O)CSc1nc2ccccc2c(=O)n1CCc1ccc(S(N)(=O)=O)cc1,113,115,105,101,92,106,98,91,101
c1ccc(CSc2ncccc2-c2nnc(NCCN3CCOCC3)s2)cc1,101,102,68,68,79,.,84,61,92
C=C1CC[C@@H]2[C@](C)(COC(C)=O)[C@H](OC(C)=O)CC[C@@]2(C)[C@@H]1CC(NC(=O)c1cnccn1)C1=CCOC1=O (some centres not stated),93,100,96,84,91,103,106,92,99

Screening data: PubChem, NCI
